Screening results from PubChem BioAssay.
MITF TRPM1 inh – MITF TRPM1 promoter inhibition in SK-MEL-5 cells | SK-MEL-5 TRPM1 promoter luciferase, 24 h | inhibition, % at 12.5 µM | actives 0.83% (n = 330,000);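 active means mean inhibition across replicates of 60% or more, whatever share of single replicates reaches that level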; further: values of inactives mirror those of a sister screen read the other way
NR2E3 ag-1 – NR2E3 (human) agonism; GST-NR2E3/biotin-RetCOR TR-FRET, 1536-well; inhibition of corepressor binding, % at 4.78 µM; AID 2300; actives 0.12% (n = 320,000);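 active means percent inhibition above the cutoff of mean plus 3 SD of all tested compounds, set per screening campaign, cut at about 20% in these data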;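 further: 0% = DMSO wells and 100% = biotin wells as full block of FRET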
Target sequence (Q9Y5X4 whole entry, looked up): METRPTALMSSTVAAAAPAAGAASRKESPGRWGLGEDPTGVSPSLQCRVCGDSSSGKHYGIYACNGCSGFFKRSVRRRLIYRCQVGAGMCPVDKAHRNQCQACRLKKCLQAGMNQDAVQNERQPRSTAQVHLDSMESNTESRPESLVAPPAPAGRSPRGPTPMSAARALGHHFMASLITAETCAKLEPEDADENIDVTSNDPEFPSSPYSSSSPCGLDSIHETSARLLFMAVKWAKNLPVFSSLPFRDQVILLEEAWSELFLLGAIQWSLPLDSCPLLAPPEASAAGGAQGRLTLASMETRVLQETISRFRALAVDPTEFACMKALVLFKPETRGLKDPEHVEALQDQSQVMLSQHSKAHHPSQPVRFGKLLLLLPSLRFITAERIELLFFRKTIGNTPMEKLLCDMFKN
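Material: NR2E3–RetCOR corepressor complex / Incubation: Compound–protein incubation for 5 h at 4 °C / Dosing: compound at 4.8 µM, single dose / Detection: time-resolved FRET / Benchmarks: high control biotin, low control 0.6% DMSO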
HIF-2a inh – inhibitors of HIF-2a. actives 0.72% (n = 360,000). inhibition, % at 18.8 µM. 786-0 RCC cells HIF-2a reporter, luciferase luminescence, overnight. AID 624352;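 active means inhibition of the luminescence signal of 40% or more relative to plate controls, in a single-dose primary screen at 18.75 µM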
NR2E3 ag-2 – human photoreceptor-specific nuclear receptor agonism; Q9Y5X4; CHO-S Gal4-NCOR/VP16-NR2E3 two-hybrid, luciferase; inhibition of corepressor binding, % at 3.98 µM; actives 0.35% (n = 360,000); AID 602229;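 active means inhibition above the mean of all tested compounds plus 3 SD, cut at about 70% in these data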;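 further: 0% = DMSO with NR2E3 transfected cells and 100% = cells lacking NR2E3 construct; higher means lower luciferase signal from less NR2E3 corepressor binding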
TROY NFkB inh – blocks TROY-dependent signaling in reporter cells. Q293 LMP1-TROYcd NF-kB luciferase reporter, 4 h. inhibition, % at 10 µM. actives 0.98% (n = 360,000);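 active means compounds whose plate-normalised and pattern-corrected inhibition of the luciferase reporter signal at the single screening dose is 50% or more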
CF NFkB inh – inhibitors of cystic fibrosis induced NF-kB; KKLEB NF-kB-GFP reporter, PAF-induced, GFP fluorescence overnight; inhibition, % at 5 µM; actives 0.86% (n = 360,000);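 active means at least 50% inhibition at 5 µM, scaled per plate between neutral and stimulator controls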;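 further: PAF is a Pseudomonas aeruginosa culture filtrate used as stimulus; plate controls were PAF-stimulated DMSO wells for no effect and unstimulated DMSO wells for full effect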
TWEAK Fn14 block – TWEAK-Fn14 signaling inhibition. TWEAK-stimulated Fn14 reporter cells, luciferase luminescence, 8 h. inhibition, % at 10 µM. actives 2% (n = 360,000); in the data active means inhibition above about 50%
Peg3 promoter – reduces Peg3 promoter-driven luciferase expression in HeLa; HeLa PEG-Prom luciferase reporter, luminescence, overnight; inhibition, % at 20 µM; actives 1.7% (n = 360,000); AID 588405;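 active means inhibition of at least 50% at 20 µM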
KKLEB tox – counter-screen for CF NF-kB inhibitors: cytotoxicity | actives 0.36% (n = 360,000) | KKLEB CF airway cells viability, ATPlite luminescence, overnight; active compounds read low; cells stimulated with P. aeruginosa culture filtrate | AID 602141 | activity change (cytotoxicity), % at 5 µM;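 active means corrected activity change at or below -50% at 5 µM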
TRAIL sens C8 – sensitizes caspase-8 expressing cells to TRAIL; NB7+C8 cells + TRAIL, ATPlite viability luminescence; inhibition (viability loss, TRAIL sensitization), % at 10 µM; actives 1% (n = 360,000);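 active means compounds causing at least 50% loss of cell viability in the single-dose screen, relative to plate controls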
Shn3 3UTR inh – Schnurri-3 reporter inhibition in Clone20 osteoblasts | inhibition, % at 12.5 µM | actives 0.52% (n = 360,000) | Clone20 osteoblast Shn3 3'UTR firefly luciferase, 24 h;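 active means mean inhibition of at least 75% with every replicate also reaching 75%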;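 further: 0% = median of neutral control wells and 100% = pilot-screen positive control compound; some compounds past the cut are filed as inactive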
* marks the source's active call; other numbers are inactive results; / = no result given.

Sequence of screens – HIF-2a inh	NR2E3 ag-1	NR2E3 ag-2	TRAIL sens C8	Peg3 promoter	Shn3 3UTR inh	TROY NFkB inh	CF NFkB inh	MITF TRPM1 inh	TWEAK Fn14 block	KKLEB tox
Cc1cc(C)n2nc(SCc3ccc(C#N)cc3)nc2n1
    7.9	-0.1	3.7	6.0	4.3	12.4	-10.3	-0.3	5.0	6.0	6.4
CS(=O)(=O)N1CCCC(C(=O)Nc2ccc(F)cc2F)C1 (stereo not drawn)
    0.3	0.2	-1.2	-2.7	17.2	-9.7	3.5	0.0	-0.7	-13.5	-3.2
CCCN(C(=O)CSc1nnnn1C)C1CCS(=O)(=O)C1 (stereo not drawn)
    16.9	0.8	-2.0	2.0	14.9	10.7	31.5	10.5	-7.1	-2.1	-0.5
COc1ccccc1Cn1c(=S)[nH]c2cc(C(=O)N3CCC(C(N)=O)CC3)ccc2c1=O
    9.0	2.3	-32.4	-5.2	10.2	-35.5	-21.8	-16.6	-1.7	-9.4	-0.2
CCOC(=O)c1csc(NC(=O)CN2CCOCC2)n1
    8.4	-2.3	9.7	-21.7	8.3	-12.2	-14.5	12.5	-7.2	5.7	-1.7
Cc1ccc(NC(=O)c2ccnc(C(C)(C)C)c2)cc1
    -203.2	-0.8	-27.8	4.5	-251.9	-44.2	-40.4	26.3	-58.8	-33.0	9.0
O=C(NC(=S)NCc1ccccc1)C1CC1
    -5.5	-0.5	-31.8	-17.0	1.8	-0.9	-4.3	-27.4	-1.8	-11.7	-4.5
O=C(Nc1ccccc1N1CCOCC1)c1ccc(OCc2cscn2)cc1
    -0.3	-3.0	-20.7	3.6	6.1	10.7	8.8	-10.7	-3.2	-15.8	2.7
O=C(O)C1C2C=CC(C3CC23)C1C(=O)O (stereo not drawn)
    8.9	-0.1	5.0	-6.8	3.8	11.1	-1.9	-0.6	5.1	-5.2	7.4
O=C(c1cccc(C(F)(F)F)c1)C1CCCN(Cc2cccc(OCCO)c2)C1 (stereo not drawn)
    16.8	0.8	29.8	6.9	5.8	30.4	-3.2	8.9	-6.8	5.9	0.2

Full records from above. Order of screens: HIF-2a inh, NR2E3 ag-1, NR2E3 ag-2, TRAIL sens C8, Peg3 promoter, Shn3 3UTR inh, TROY NFkB inh, CF NFkB inh, MITF TRPM1 inh, TWEAK Fn14 block, KKLEB tox
CCOC(=O)c1csc(NC(=O)CN2CCOCC2)n1 reads 8.4, -2.3, 9.7, -21.7, 8.3, -12.2, -14.5, 12.5, -7.2, 5.7, -1.7
O=C(Nc1ccccc1N1CCOCC1)c1ccc(OCc2cscn2)cc1 reads -0.3, -3.0, -20.7, 3.6, 6.1, 10.7, 8.8, -10.7, -3.2, -15.8, 2.7

(continued)
Sequence of screens – HIF-2a inh	NR2E3 ag-1	NR2E3 ag-2	TRAIL sens C8	Peg3 promoter	Shn3 3UTR inh	TROY NFkB inh	CF NFkB inh	MITF TRPM1 inh	TWEAK Fn14 block	KKLEB tox
CC1CCN(S(=O)(=O)c2cnc[nH]2)CC1
    11.0	-2.6	6.8	-11.3	3.0	-0.3	-1.7	5.8	10.0	-1.6	3.9
COc1ccc(C)cc1NC(=O)COC(=O)c1ccc2c(c1)OCCO2
    -2.1	0.0	-12.8	-5.7	6.2	-22.3	15.8	4.4	-5.7	7.6	8.2
Cc1ccc(S(=O)(=O)Nc2cccc3c2O[C@H](CN(C)C(=O)Nc2cccc4ccccc24)[C@H](C)CN([C@H](C)CO)C3=O)cc1
    17.4	/	-41.6	6.8	20.7	12.0	49.5	7.6	12.2	34.7	-11.4
COc1ccc(C(=O)NNC(=O)c2ccccc2[N+](=O)[O-])cc1Br
    -4.3	1.0	-7.2	-0.1	7.6	5.8	-46.9	-11.4	-16.6	-28.2	-2.7
O=C(Nc1nc(-c2ccccn2)cs1)C1CCCC1
    -160.3	-1.7	-11.8	12.7	-126.7	-46.1	-52.0	-7.4	-26.9	-7.5	3.7
COC(=O)CCC(=O)NS(=O)(=O)c1ccc(N=NN2CCOCC2)cc1
    10.4	-0.8	-21.1	0.4	10.6	-4.3	6.0	0.2	-1.4	2.7	6.1
N#CCCn1cc(C=C(C#N)C#N)c(-c2ccc(-c3ccccc3)cc2)n1
    -108.3	-2.1	-32.1	4.4	-42.0	-75.4	-29.6	-4.3	-12.7	39.4	0.2
CN(C)CCOC(=O)NCC12CC3CC(CC(C3)C1)C2
    12.1	-2.8	-4.8	3.5	10.2	1.4	7.2	-2.8	-1.6	-14.8	2.1
Cc1cccc(C(=O)N[C@H](C(=O)NCCc2ccc(S(N)(=O)=O)cc2)C(C)C)c1
    2.9	1.8	17.1	-5.5	13.3	6.5	16.0	4.9	4.1	-1.6	3.9
COCc1cc(Sc2ccc(OC)cc2)nc(-c2ccccc2)n1
    -13.1	5.6	-18.7	-4.8	2.0	22.8	6.3	4.8	12.5	3.9	-3.9
O=S(=O)(c1ccccc1C(F)(F)F)N1CCN(CC(O)COc2ccccc2F)CC1 (stereo not drawn)
    15.2	/	-41.0	-10.9	8.1	-9.1	2.7	1.4	14.5	-2.2	2.8
Cc1ccc(N(CC(=O)O)C2SC(=O)NC2=O)cc1 (stereo not drawn)
    -3.5	2.3	0.7	-5.7	6.7	11.1	-17.0	9.8	-9.5	-5.3	-1.6
O=S(=O)(NCC(c1ccco1)N1CCc2ccccc2C1)c1ccc(F)cc1 (stereo not drawn)
    6.1	-3.9	-26.3	3.9	16.0	-2.3	-41.8	12.2	4.6	-9.5	-5.5
O=C(NNC(=O)c1ccccc1[N+](=O)[O-])c1cnccn1
    7.3	4.2	-9.2	-8.2	-12.1	-2.5	10.1	9.1	1.3	-4.8	2.2
COc1ccccc1N1CCN(S(=O)(=O)c2c(C)[nH]c(C)c2C(=O)N2CCCCC2)CC1
    9.4	-0.8	-12.5	5.1	8.9	6.0	5.7	25.8	1.8	-6.7	3.0
OCCN1CCN(c2ncnc3c2ncn3[C@H]2CN(Cc3ccccc3)C[C@@H](CO)O2)CC1
    11.7	/	10.8	1.0	-2.7	-19.9	-13.6	9.6	/	-6.8	-8.4
COc1ccc(Cc2nc3ccc(C(=O)N(C)Cc4nccs4)cc3o2)cc1OC
    -6.8	-0.8	8.6	6.9	-0.3	65.4	10.3	-10.7	7.5	12.4	5.1
CC1CCN(S(=O)(=O)c2ccc(C(=O)Nc3nnc(-c4ccncc4)o3)cc2)CC1
    14.4	5.7	9.3	17.0	8.8	9.8	24.8	-6.9	-1.0	15.1	0.5
CCOc1ncccc1C(=O)NNC(=O)c1ccc(NS(=O)(=O)c2cccs2)cc1
    13.4	-0.3	-2.2	11.0	11.8	-3.4	2.0	-2.7	16.0	-6.9	-9.5
CCC(=O)N1CCCC(C)(C(=O)NS(=O)(=O)c2ccccc2Cl)C1 (stereo not drawn)
    12.8	/	-5.0	-15.7	1.9	-2.5	-2.3	14.4	/	8.0	-2.2
c1ccc(-c2ccc(CNC3CC3)cc2)cc1
    -78.6	/	-2.0	-11.5	-60.1	-18.0	-28.7	10.1	-14.4	-12.3	-24.1
Clc1cccc(N/N=C/c2ccc(N3CCOCC3)cc2)c1
    -263.1	3.6	-52.0	-5.3	-258.9	-22.6	39.6	-23.1	-81.4	-1.6	13.5
COC(=O)c1ccccc1NC(=S)NC(NC(=O)c1ccco1)C(Cl)(Cl)Cl (stereo not drawn)
    -7.1	-1.3	9.8	-5.1	-3.9	-0.7	-5.7	-11.0	0.8	9.5	8.3
Cc1nc2c(C)c(C)c(C)c(C)c2nc1C
    20.9	-2.8	-13.7	0.9	6.0	11.9	-4.8	7.0	/	-1.7	-16.2
O=C(O)c1c(Cl)c(Cl)c(Cl)c(Cl)c1C(=O)N1CCCCCC1
    10.8	2.3	-3.5	-10.0	4.8	6.0	-14.4	2.4	-0.3	11.3	-3.6
CCOC(=O)c1oc2ccccc2c1NC(=O)CN1CCN(C)CC1
    8.3	3.0	-21.6	12.6	0.4	-6.2	2.8	-2.8	-5.3	-25.4	1.5
O=C(NCC(=O)N1CCN(c2ccccc2O)CC1)c1ccco1
    -21.7	0.7	-5.3	-14.6	-21.9	1.8	-5.4	14.5	-15.4	4.0	0.4
Cc1ccc(NC(=O)c2ccc3nc[nH]c3c2)cc1C
    -243.2	-4.7	-132.7	22.8	-339.2	-169.1	-65.7	-8.9	-66.9	-14.8	6.2
Cc1ccccc1N(C(=O)c1ccccn1)C(C(=O)NCc1ccccc1)c1ccncc1 (stereo not drawn)
    -2.1	0.8	-3.5	-1.3	6.0	9.6	-28.2	4.5	5.5	7.9	13.3
Cc1nc2ccccc2c2oc(C(=O)NC3CC3)cc12
    -8.1	-3.1	-7.8	-3.4	5.5	-5.1	3.8	-22.2	-17.3	-4.5	-0.7
Cc1ccc(C(=O)NC(NCC2CCCO2)C(Cl)(Cl)Cl)cc1 (stereo not drawn)
    26.0	-0.3	22.2	7.8	31.0	14.3	3.5	-7.7	10.3	-2.4	0.2
O=C1Cc2ccccc2N1c1ccccc1
    16.6	4.4	-13.2	-8.7	5.8	-7.2	2.0	-5.5	-6.5	-10.8	3.4
C[C@@H]1CCCCO[C@@H](CN(C)Cc2ccc3c(c2)OCO3)[C@@H](C)CN([C@H](C)CO)C(=O)c2cc(N(C)C)ccc2O1
    -3.9	/	-10.3	-11.4	-8.9	3.3	0.8	-5.7	/	0.6	-1.7
O=C(/C=N/O)NCCCN1CCCCCC1
    1.4	-0.8	-46.4	-14.2	-2.0	5.7	-9.3	-2.3	-2.5	-6.5	3.8
COCCN(C(=O)c1ccccc1)c1nc(-c2ccc(OC)cc2)cs1
    -81.8	2.5	-9.9	-9.4	-26.7	-11.1	-5.1	17.7	-31.9	3.9	-5.4

These rows are one share of the data; rates above refer to the full screens.
